MITF TRPM1 inh = reduces MITF-dependent TRPM1 promoter luciferase signal | SK-MEL-5 TRPM1 promoter luciferase, 24 h | inhibition, % at 12.5 µM | 0.83% of 330,000 active | AID 488899;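 active means mean inhibition across replicates of 60% or more, whatever share of single replicates reaches that level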; further: values of inactives mirror those of a sister screen read the other way
PDI turbidity = PDI (human) enzyme inhibition; P07237; PDI insulin aggregation turbidity, A650, 90 min; inhibition, % at 10 µM; 0.052% of 350,000 active; AID 588391;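 active means mean inhibition across replicates of 30% or more, whatever share of single replicates reach that level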;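 further: absorbance from insulin aggregation driven by PDI reduction with DTT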
Target sequence (P07237 whole entry, looked up): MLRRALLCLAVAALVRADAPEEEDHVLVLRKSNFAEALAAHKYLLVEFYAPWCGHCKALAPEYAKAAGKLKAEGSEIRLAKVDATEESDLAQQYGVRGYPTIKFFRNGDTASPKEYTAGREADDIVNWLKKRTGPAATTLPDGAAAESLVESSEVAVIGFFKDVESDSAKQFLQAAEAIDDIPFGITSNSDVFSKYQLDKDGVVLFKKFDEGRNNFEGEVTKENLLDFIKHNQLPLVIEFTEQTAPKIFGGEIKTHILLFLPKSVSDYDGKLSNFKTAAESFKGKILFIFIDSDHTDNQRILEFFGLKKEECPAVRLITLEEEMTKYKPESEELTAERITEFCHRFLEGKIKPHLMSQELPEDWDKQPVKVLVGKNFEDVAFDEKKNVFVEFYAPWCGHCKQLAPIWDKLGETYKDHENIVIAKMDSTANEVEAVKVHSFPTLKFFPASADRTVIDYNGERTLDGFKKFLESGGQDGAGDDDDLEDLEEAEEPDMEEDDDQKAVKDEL
NR2E3 ag-1 = agonists of human nuclear receptor NR2E3. 0.12% of 320,000 active. inhibition of corepressor binding, % at 4.78 µM. AID 2300. GST-NR2E3/biotin-RetCOR TR-FRET, 1536-well. Q9Y5X4;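 active means percent inhibition above the cutoff of mean plus 3 SD of all tested compounds, set per screening campaign, cut at about 20% in these data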;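 further: 0% = DMSO wells and 100% = biotin wells as full block of FRET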
Target sequence (Q9Y5X4 whole entry, looked up): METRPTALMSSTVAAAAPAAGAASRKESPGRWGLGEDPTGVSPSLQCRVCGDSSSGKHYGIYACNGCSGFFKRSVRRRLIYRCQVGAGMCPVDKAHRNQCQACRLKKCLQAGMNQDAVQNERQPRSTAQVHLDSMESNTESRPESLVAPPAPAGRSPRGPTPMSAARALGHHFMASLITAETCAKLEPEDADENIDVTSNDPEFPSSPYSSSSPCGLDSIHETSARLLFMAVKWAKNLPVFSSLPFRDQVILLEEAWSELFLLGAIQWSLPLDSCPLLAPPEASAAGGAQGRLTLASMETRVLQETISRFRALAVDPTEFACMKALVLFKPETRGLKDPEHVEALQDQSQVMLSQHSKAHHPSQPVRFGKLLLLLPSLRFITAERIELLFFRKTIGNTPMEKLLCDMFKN
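Material: NR2E3–RetCOR corepressor complex | Quantity: 1.35 nM GST-tagged NR2E3 final | Schedule: 5 h at 4 °C | Replication: Singlicate compound wells | Reagent: RetCOR corepressor, biotinylated, 7 nM | Controls: Biotin wells as high control, 0.6% DMSO wells as low control | Signal: TR-FRET, Eu(K)-anti-GST donor, streptavidin-D2 acceptor, ex 340, em 617/671 nm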
NR2E3 ag-2 = activates human NR2E3 receptor | Q9Y5X4 | CHO-S Gal4-NCOR/VP16-NR2E3 two-hybrid, luciferase | inhibition of corepressor binding, % at 3.98 µM | 0.35% of 360,000 active | AID 602229;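 active means inhibition above the mean of all tested compounds plus 3 SD, cut at about 70% in these data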;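 further: 0% = DMSO with NR2E3 transfected cells and 100% = cells lacking NR2E3 construct; higher means lower luciferase signal from less NR2E3 corepressor binding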
Peg3 prom inh = reduces Peg3 promoter-driven luciferase expression in HeLa. AID 588405. inhibition, % at 20 µM. 1.7% of 360,000 active. HeLa PEG-Prom luciferase reporter, luminescence, overnight;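 active means inhibition of at least 50% at 20 µM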
HIF-2a block = HIF-2a inhibition | 786-0 RCC cells HIF-2a reporter, luciferase luminescence, overnight | inhibition, % at 18.8 µM | 0.72% of 360,000 active | AID 624352;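 active means inhibition of the luminescence signal of 40% or more relative to plate controls, in a single-dose primary screen at 18.75 µM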
KKLEB tox = counter-screen for CF NF-kB inhibitors: cytotoxicity. 0.36% of 360,000 active. activity change (cytotoxicity), % at 5 µM. AID 602141. KKLEB CF airway cells viability, ATPlite luminescence, overnight; stronger effect = lower value; cells stimulated with P. aeruginosa culture filtrate;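 active means corrected activity change at or below -50% at 5 µM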
CaV13 ICDI inh = Disruptors of the CACNA1D IQ motif to Ca2+-dependent inactivation inhibitor domain association, primary screening, Förster resonance energy transfer in intact living …; HEK cells, CFP/YFP FRET ICDI-IQ, plate reader, 10 min; percent FRET-ratio fall versus neutral wells; inhibition, % at 12.3 µM; 0.098% of 340,000 active;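 active means mean replicate inhibition of at least 30% and at least 1% of replicates passing that level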;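 further: 0% = median of the neutral control wells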
CF NFkB inh = inhibitors of cystic fibrosis induced NF-kB; KKLEB NF-kB-GFP reporter, PAF-induced, GFP fluorescence overnight; inhibition, % at 5 µM; 0.86% of 360,000 active; AID 588850;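 active means at least 50% inhibition at 5 µM, scaled per plate between neutral and stimulator controls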;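 further: PAF is a Pseudomonas aeruginosa culture filtrate used as stimulus; plate controls were PAF-stimulated DMSO wells for no effect and unstimulated DMSO wells for full effect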
Vif inh = blocks HIV Vif function; HEK293T cells, Vif self-association by quenched fluorescence, imaging, 24 h; inhibition, % at 7.49 µM; 0.35% of 340,000 active; in the data active means inhibition above about 50%, passing the limit was not always enough; further: some results filed as inactive read as strong as hits
Shn3 3UTR inh = Schnurri-3 reporter inhibition in Clone20 osteoblasts; inhibition, % at 12.5 µM; 0.52% of 360,000 active; Clone20 osteoblast Shn3 3'UTR firefly luciferase, 24 h; AID 588674;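 active means mean inhibition of at least 75% with every replicate also reaching 75%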;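 further: 0% = median of neutral control wells and 100% = pilot-screen positive control compound; some compounds past the cut are filed as inactive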
Numbers without * were called inactive; · = not tested or not shown.

SMILES	MITF TRPM1 inh	PDI turbidity	NR2E3 ag-1	NR2E3 ag-2	Peg3 prom inh	HIF-2a block	KKLEB tox	CaV13 ICDI inh	CF NFkB inh	Vif inh	Shn3 3UTR inh
COCCOc1cc(N2C(=O)CSCC2=O)c(Cl)cc1Cl	7	5	2	4	12	1	-10	-9	10	2	-18
Cc1ccc(NC(=O)C2c3ccccc3-c3ccccc32)cc1	·	·	·	12	9	5	-4	-9	3	·	-8
O=C(/C(=N\Nc1ccccc1)Sc1nnnn1-c1ccccc1)c1ccccc1	-1	-19	-1	-6	6	5	-3	-3	-8	6	4
O=C(c1ccc(OC2CCN(CCc3ccccc3)CC2)cc1)N1CCC(CO)CC1	-1	-13	-1	-7	-7	14	-3	-3	-20	-1	11
O=C(/C=C/Nc1ccccc1C(F)(F)F)c1ccco1	-10	1	2	-145	-323	-159	1	-6	-17	-2	-42
CN(C1CCCC1)C1CCN(C(=S)Nc2cc(F)cc(F)c2)CC1	-6	-2	1	11	-8	16	-2	-15	-19	-2	71
COC(=O)C1C(c2ccc(N(C)C)cc2)C(C(=O)OC)S(=O)(=O)CS1(=O)=O (stereo unspecified)	0	-7	3	-8	5	20	23	-18	-15	3	-12
CCCCn1c(N)c(N(CCC(C)C)C(=O)CC2CCCC2)c(=O)[nH]c1=O	9	-8	1	-7	16	13	-10	-5	19	28	-8
COc1ccc(CSc2nnc(-c3ccncc3)n2N)cc1	9	-4	-1	-8	-4	3	-8	-7	-14	-12	-11
Cc1c(CCO)c(=O)n2n1CCCC2	-2	6	·	11	-8	6	1	-6	11	2	-20
CNCCCC1c2ccccc2C=Cc2ccccc21	-13	-7	1	5	12	-1	-11	-5	8	-8	23
O=C(CN1C(=O)NC(CCc2ccccc2)C1=O)NC1CC1 (stereo unspecified)	1	5	5	3	0	17	9	3	21	-4	8
COc1ccc(S(=O)(=O)N2CCN(CC(O)COc3ccc(C#N)cc3)CC2)cc1OC (stereo unspecified)	12	-2	0	-1	5	7	14	-7	5	7	11
CC1C/C(=N/NC(=O)c2cccc(F)c2)c2ccc(O)cc2C1 (stereo unspecified)	0	-7	-3	-107	6	3	6	-8	9	13	2
O=C(C[n+]1cccc(/C=N/O)c1)N1CCCCCC1	7	1	-2	-7	0	2	-1	-2	-9	31	-23
CCOc1ccc(CNC(=O)c2cccc(NC(=O)C3=C(C)OCCS3)c2)cc1	0	12	3	-12	-15	-2	14	-14	-44	-14	17
CC(=O)Nc1ccc(S(=O)(=O)N2CCCC(C(=O)O)C2)cc1 (stereo unspecified)	-11	-2	2	-8	12	12	0	-7	7	-3	-2
O=C(NCCc1nnc2ccc(NCCCN3CCOCC3)nn12)c1ccccc1	-3	4	-1	7	10	14	2	·	-20	5	-6
COc1cc(/C=N/NC(=O)c2ccc(COc3ccccc3Cl)o2)cc(Br)c1O	-11	5	4	-33	-11	18	-7	-4	-5	-1	-6
COc1ccccc1-n1c(=O)c2c3c(sc2n2c(SC(C)C)nnc12)CCC3	5	-5	-1	-28	21	12	-14	·	0	8	14

5 compounds drawn at random from the list so far:
SMILES	MITF TRPM1 inh	PDI turbidity	NR2E3 ag-1	NR2E3 ag-2	Peg3 prom inh	HIF-2a block	KKLEB tox	CaV13 ICDI inh	CF NFkB inh	Vif inh	Shn3 3UTR inh
CC1C/C(=N/NC(=O)c2cccc(F)c2)c2ccc(O)cc2C1 (stereo unspecified)	0	-7	-3	-107	6	3	6	-8	9	13	2
O=C(CN1C(=O)NC(CCc2ccccc2)C1=O)NC1CC1 (stereo unspecified)	1	5	5	3	0	17	9	3	21	-4	8
COc1ccccc1-n1c(=O)c2c3c(sc2n2c(SC(C)C)nnc12)CCC3	5	-5	-1	-28	21	12	-14	·	0	8	14
CC(=O)Nc1ccc(S(=O)(=O)N2CCCC(C(=O)O)C2)cc1 (stereo unspecified)	-11	-2	2	-8	12	12	0	-7	7	-3	-2
CCOc1ccc(CNC(=O)c2cccc(NC(=O)C3=C(C)OCCS3)c2)cc1	0	12	3	-12	-15	-2	14	-14	-44	-14	17

Following part.
SMILES	MITF TRPM1 inh	PDI turbidity	NR2E3 ag-1	NR2E3 ag-2	Peg3 prom inh	HIF-2a block	KKLEB tox	CaV13 ICDI inh	CF NFkB inh	Vif inh	Shn3 3UTR inh
O=C1COc2cc(O)ccc21	8	4	·	-1	-12	-4	-3	-6	-1	14	-1
O=C(Nc1cccc(/C=C/c2ccccn2)c1)c1cc(Cl)ccn1	-5	1	2	-170	-169	-177	10	-3	0	11	-38
CCOC(=O)c1c(C)oc2c1c(C=NCCC(=O)O)c(O)c1ccccc12	18	-7	3	-20	-11	21	6	-7	21	-2	-15
Cc1ccc(OCC(=O)NCCNC(=O)COc2ccc(C)cc2)cc1	-8	-4	0	-20	-4	1	6	-2	-34	-5	-11
O=C(NCc1ccc(F)cc1)C(=O)NCC1OCCN1S(=O)(=O)c1cccs1 (stereo unspecified)	12	·	1	-4	16	3	-4	-6	2	9	-4
CC(=O)c1sc(NC(=O)CSCc2c(C)noc2C)nc1-c1ccccc1	8	-51	6	-27	-1	16	-1	-17	-5	-7	-3
Cc1cc(C)nc(N/N=C/c2cn[nH]c2-c2ccc(F)cc2)n1	7	5	4	-10	0	13	18	-5	-2	-8	-1
COCCCNC(=O)Cn1ncc2c(=O)oc3ccccc3c21	6	0	-1	-18	-2	5	-9	·	10	13	-13
O=C(Sc1ccc(Cl)cc1)c1cccc(Cn2cc(C(F)(F)F)ccc2=O)c1	-8	-9	-1	0	20	5	1	-3	15	-2	-18
O=C(Nc1ccc(F)cc1)Nc1csc2ccccc12	·	-11	2	-41	-50	-204	14	-17	-1	-6	0

A draw from above in order of molar mass, highest first.
SMILES	MITF TRPM1 inh	PDI turbidity	NR2E3 ag-1	NR2E3 ag-2	Peg3 prom inh	HIF-2a block	KKLEB tox	CaV13 ICDI inh	CF NFkB inh	Vif inh	Shn3 3UTR inh
O=C(Sc1ccc(Cl)cc1)c1cccc(Cn2cc(C(F)(F)F)ccc2=O)c1	-8	-9	-1	0	20	5	1	-3	15	-2	-18
COCCCNC(=O)Cn1ncc2c(=O)oc3ccccc3c21	6	0	-1	-18	-2	5	-9	·	10	13	-13
O=C(Nc1ccc(F)cc1)Nc1csc2ccccc12	·	-11	2	-41	-50	-204	14	-17	-1	-6	0

Profiles from above.
`COCCCNC(=O)Cn1ncc2c(=O)oc3ccccc3c21` is listed as MITF TRPM1 inh = 6; PDI turbidity = 0; NR2E3 ag-1 = -1; NR2E3 ag-2 = -18; Peg3 prom inh = -2; HIF-2a block = 5; KKLEB tox = -9; CaV13 ICDI inh = ·; CF NFkB inh = 10; Vif inh = 13; Shn3 3UTR inh = -13
`Cc1ccc(OCC(=O)NCCNC(=O)COc2ccc(C)cc2)cc1` is listed as MITF TRPM1 inh = -8; PDI turbidity = -4; NR2E3 ag-1 = 0; NR2E3 ag-2 = -20; Peg3 prom inh = -4; HIF-2a block = 1; KKLEB tox = 6; CaV13 ICDI inh = -2; CF NFkB inh = -34; Vif inh = -5; Shn3 3UTR inh = -11

Further structures follow:
SMILES	MITF TRPM1 inh	PDI turbidity	NR2E3 ag-1	NR2E3 ag-2	Peg3 prom inh	HIF-2a block	KKLEB tox	CaV13 ICDI inh	CF NFkB inh	Vif inh	Shn3 3UTR inh
COc1cc(CN2CCN(C(=O)CC(C)C)CC2)cc(OC)c1O	-1	-3	2	-16	-2	5	-1	-6	-5	8	-6
O=C(Cn1ccc(NC(=O)OCc2ccccc2)nc1=O)NCc1ccccn1	-11	-3	4	2	0	-1	11	-10	6	-2	5
CC(C)(C)NC(=O)C1N(c2cccnc2)C(=O)C2C(C(=O)Nc3ccccc3)C3(C)C=CC21O3 (stereo unspecified)	6	-11	1	11	4	2	-12	-4	0	-3	15
Cc1ccc(NC(=O)CSc2nc3ccccc3c(=O)n2CCCN2CCCCC2)cc1Cl	13	3	2	-21	114*	4	-23	-2	15	5	21
N#C/C(=C\c1cccc(O)c1)c1nc2ccccc2o1	-13	-1	-1	-19	-75	-9	22	-5	-19	-1	-4
CCC(=O)c1ccc(OCC(=O)OCC(=O)NC2CCCCCC2)cc1	-13	3	0	-6	0	9	17	-6	13	5	2
Cc1cc(NS(=O)(=O)c2ccc(NC(=O)c3cc4c(=O)n5ccccc5nc4s3)cc2)nc(C)n1	-7	5	·	-10	-13	-27	-9	-2	1	-2	-23
Cc1ccc(C(=O)COC(=O)C2C3C=CC(C3)C2C(=O)OCC(=O)c2ccc(C)c(C)c2)cc1C (stereo unspecified)	-15	0	-1	3	-28	-49	-7	-5	-12	-5	-6
O=c1[nH]c2ccccc2cc1CN(CC1CCCO1)S(=O)(=O)c1ccccc1 (stereo unspecified)	-1	-22	4	-5	20	17	7	-18	0	-11	4
O=C(CN1CCS(=O)(=O)CC1)NNC(=O)C1CCCCC1	-8	1	0	-17	-3	10	-2	-6	5	-7	-9
O=S(=O)(c1ccc(OCC(O)CN2CCN(c3ccccc3Cl)CC2)cc1)N1CCOCC1 (stereo unspecified)	14	5	-1	31	6	17	-7	-8	-30	-1	19
O=C(C[C@H]1C[C@H](C(=O)N2CCOCC2)[C@@]2(CCC3CCCC3)c3[nH]c4cc(-c5ccco5)ccc4c3CCN2C1=O)NCCN1CCOCC1	14	21	·	-12	27	-6	1	-6	18	·	-3
O=C(COC(=O)CSc1ccc(F)cc1)NCC1CCCCC1	9	-6	0	-7	-3	18	-13	-3	21	5	-3
O=C(CSc1nnc(Cn2c(=O)sc3ccccc32)n1-c1ccccc1)N1CCOCC1	1	2	2	-12	7	9	4	-8	-9	·	-1
O=C1N=C2SCCN2/C1=C\c1c(Cl)cccc1Cl	4	-4	-3	-7	3	-9	3	-5	-3	25	13
CN(C)C(=O)c1cc2cc([N+](=O)[O-])ccc2s1	9	2	7	-22	-6	5	-5	-5	3	6	-15
CON/C=C(\C=Nc1ccc(Cl)cc1Cl)c1ncc(C(F)(F)F)cc1Cl	-4	-7	-2	11	-4	-3	-3	·	7	-3	15
COc1cc(C2C(C(=O)c3ccc(C)o3)=C(O)C(=O)N2Cc2cccnc2)ccc1O (stereo unspecified)	0	0	2	-14	-1	17	4	·	-10	22	-7
O=C(Nc1cccc(C(F)(F)F)c1)c1cc2c(=O)c3ccccc3oc2nc1C(F)(F)F	-4	-3	3	-31	12	15	0	-6	-6	-6	9
CC(=O)NCc1ccc(S(=O)(=O)N/N=C/c2ccc(Br)cc2)cc1	-4	5	0	-19	12	18	-15	-1	-6	0	-10
COC(=O)C(C(=O)OC)c1ncccc1[N+](=O)[O-]	5	-2	-2	-12	6	4	9	-18	0	2	·
COc1ccc(C=C(C(=O)O)c2ccc(OC)cc2)cc1	-39	2	·	-7	-150	-136	0	-16	-8	6	7
CCOC(=O)CSc1nnnn1-c1cc(OC)c(Cl)cc1OC	7	6	5	5	11	9	4	·	7	·	-61
O=C1CCCN1Cc1ccccc1	9	-5	-2	-16	-10	-5	6	-5	-17	-2	9

Screens from PubChem BioAssay.
